High-throughput results deposited in PubChem by several laboratories.
Her2 expr inh = inhibitors of Her2 protein expression, primary screen, SKBR-3 cells, AlphaScreen, 66K library; Receptor tyrosine-protein kinase erbB-2 (Homo sapiens), P04626; SKBR-3 HER2 protein level, 18-24 h; hits give low values; HER2 level % of control, % at 10 µM; 65,000 tested, 0.69% active;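 active = HER2 level under 5% of the carrier-only control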;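 also: 100% = DMSO carrier and 0% = 500 nM PU-H71 HSP90 inhibitor; lower value means stronger loss of Her2 protein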
Hsp90 block = tumor Hsp90 inhibitors, primary screen, cell lysate, fluorescence polarization, NCI-N417 lysate; inhibition, % at 30 µM; Cy3B-geldanamycin FP displacement; 64,000 tested, 0.35% active; AID 429, 2006;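 active = inhibition above 50%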;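 also: 0% = tracer plus lysate wells and 100% = tracer alone without lysate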
D1 allo mod = D1 CRE-luciferase signal change, two-sided – cell-based, HEK293 D1, dopamine EC30, D1 allosteric modulator project, primary screen; 58,000 tested, 5.9% active; B-score at 10 µM; AID 641, 2007; dopamine EC30 potentiation; actives deviate in either direction;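 active = luminescence count or its row- and column-corrected plate score outside the 99.7% band of the plate's sample wells, on either side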
FXIIa mix inh = human factor XIIa inhibitors, primary screen, biochemical, pooled compound mixtures, fluorogenic substrate | Coagulation factor XII (Homo sapiens), P00748 | inhibition, % at 5 µM | 62,000 tested, 0.2% active | purified FXIIa; in the data active = inhibition above about 20%, passing the limit was not always enough;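 also: 0% = enzyme without compound and 100% = no enzyme blank; some results filed as inactive read as strong as hits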
RORa activator = activators of orphan receptor RORA, primary screen, cell-based, luminescence | activation, % at 10 µM | 65,000 tested, 1.5% active | CHO-K1 Gal4-RORA LBD luciferase reporter; percent increase over mock-subtracted basal signal | Nuclear receptor ROR-alpha (Homo sapiens), P35398;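 active = activation above the mean of all tested compounds plus 3 SD, cut at about 49% in these data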;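 also: 0% = DMSO-treated RORA cells and 100% = added signal equal to DMSO minus mock-transfected cells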
TNAP act mid DEA = human TNAP enzyme activators, primary screen, biochemical, luminescent, intermediate phosphate acceptor level | Alkaline phosphatase, tissue-nonspecific isozyme (Homo sapiens), P05186 | purified TNAP, CDP-star luminescence, 100 mM DEA, 30 min; hits give high values; scale: 0 levamisole-inhibited, 1 vehicle-only enzyme | activation factor at 20 µM | 64,000 tested, under 10 active | AID 813, 2007;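 active = activation factor of at least 2 at 20 µM, relative to controls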
Cdc25B block = inhibitors of Cdc25B phosphatase catalytic domain, primary screen, biochemical, OMFP fluorescence. M-phase inducer phosphatase 2 (Homo sapiens), P30305. recombinant Cdc25B, OMFP fluorescence Ex485/Em525. inhibition, %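 (compounds tested at 10 µM final in the well)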. 65,000 tested, 0.1% active. AID 368, 2006; in the data active = inhibition above about 50%
Target sequence (P30305 whole entry, looked up, the tested form may be a part): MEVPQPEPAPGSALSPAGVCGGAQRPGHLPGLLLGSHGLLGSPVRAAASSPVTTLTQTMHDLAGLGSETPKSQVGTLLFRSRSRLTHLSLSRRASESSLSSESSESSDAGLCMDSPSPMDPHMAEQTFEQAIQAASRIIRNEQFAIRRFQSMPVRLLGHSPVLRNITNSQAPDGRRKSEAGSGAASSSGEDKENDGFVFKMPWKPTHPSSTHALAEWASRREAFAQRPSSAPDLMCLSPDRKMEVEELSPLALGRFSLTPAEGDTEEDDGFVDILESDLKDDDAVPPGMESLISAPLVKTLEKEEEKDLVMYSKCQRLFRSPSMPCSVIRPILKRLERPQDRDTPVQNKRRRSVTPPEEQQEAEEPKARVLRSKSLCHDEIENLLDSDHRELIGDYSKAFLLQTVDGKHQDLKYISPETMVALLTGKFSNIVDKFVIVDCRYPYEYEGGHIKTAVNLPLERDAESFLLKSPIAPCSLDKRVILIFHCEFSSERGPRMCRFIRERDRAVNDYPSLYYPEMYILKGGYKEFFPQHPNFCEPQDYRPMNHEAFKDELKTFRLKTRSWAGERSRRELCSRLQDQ
SF-1 act = activators of human SF-1, primary screen, cell-based, CHO-K1, Gal4-SF-1 LBD, luciferase luminescence | Steroidogenic factor 1 (Homo sapiens), Q13285 | CHO-K1 Gal4-SF-1 LBD luciferase reporter; % increase over DMSO SF-1-specific signal | activation, % at 10 µM | 65,000 tested, 1.9% active;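 active = activation above the mean activation of all tested compounds plus 3 SD, cut at about 50% in these data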
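Test system: transient Gal4-SF-1 LBD reporter, CHO-K1; Amount: 4,000 CHO-K1 cells per well; Doses: 10 µM only; Timing: compound exposure 20 h at 37 °C; Signal: luciferase light emission; Read-out basis: percent activation relative to DMSO median and mock-transfected background; Control set: DMSO negative control and −SF1 background wells; Replicates: one test per compound.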
MKP-1 inh = MKP-1 phosphatase inhibitors, primary screen, biochemical, in vitro; recombinant MKP-1, OMFP hydrolysis fluorescence; inhibition, %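 (compounds tested at a single concentration somewhere between 10 and 100 µM)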; 65,000 tested, 0.15% active; AID 374, 2006;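 active = inhibition above about 50%, limit read from the data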;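 also: 0% = DMSO max control wells and 100% = wells with enzyme stopped by NaOH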
Target sequence (P28562 whole entry, looked up): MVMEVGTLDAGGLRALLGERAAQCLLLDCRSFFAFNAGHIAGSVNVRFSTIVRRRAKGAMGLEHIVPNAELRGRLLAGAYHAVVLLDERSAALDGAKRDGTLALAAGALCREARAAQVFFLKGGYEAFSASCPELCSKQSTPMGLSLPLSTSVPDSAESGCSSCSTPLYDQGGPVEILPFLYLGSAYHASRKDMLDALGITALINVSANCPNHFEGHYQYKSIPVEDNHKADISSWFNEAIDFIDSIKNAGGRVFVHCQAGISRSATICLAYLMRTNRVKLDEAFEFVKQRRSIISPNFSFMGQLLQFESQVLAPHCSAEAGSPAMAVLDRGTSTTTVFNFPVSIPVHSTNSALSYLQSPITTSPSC
Numbers without * were called inactive; · = no result given. This is a random part of the collection; any-hit rate near 8.9%.

SMILES | D1 allo mod | RORa activator | Hsp90 block | FXIIa mix inh | SF-1 act | MKP-1 inh | TNAP act mid DEA | Cdc25B block | Her2 expr inh
CC(C)C(NC(=O)C1CCCCC1)C(=O)Nc1ccccn1 (configuration not stated) | 0.561 | -3.9 | -2.7 | 6.7 | -11.2 | -4.7 | 1.1 | -4.0 | 78.7
Cc1onc(-c2ccccc2)c1C(=O)N1CCN(CCc2ccccc2)CC1 | -0.945 | -10.9 | -2.2 | 3.3 | -1.5 | 0.0 | 1 | -12.4 | 93.6
COCc1cc(C)n(CC(=O)Nc2ccccc2C(=O)OC)c(=O)c1C#N | 1.22 | -22.1 | -7.7 | -2.3 | -6.1 | -13.9 | 1 | 5.3 | 93.0
O=S(=O)(NCCO)c1cccc2cccnc12 | -0.286 | 21.2 | -1.8 | 10.6 | 19.3 | 3.5 | 1 | 5.3 | 117.9
CCCN(CCC)S(=O)(=O)c1cccc(C(=O)Nc2ccc3c(c2)OCO3)c1 | -0.0354 | -12.8 | -0.1 | 2.0 | 0.5 | 17.8 | 0.9 | -4.8 | 85.6
CCN(CCCNC(=O)COc1cc(=O)n(C)c2ccccc12)c1cccc(C)c1 | 3.31 | -10.2 | 0.3 | -0.4 | -12.9 | 35.9 | 1 | -15.9 | 99.3
O=C(CCC1CCCC1)N1CCN(C(=O)C2CC2)CC1 | -0.0431 | -21.4 | -0.2 | -1.2 | 5.1 | -3.7 | 0.9 | -8.7 | 95.6
Nc1nncn1C(=O)c1cccs1 | -0.277 | 1.9 | 2.4 | 15.0 | 12.0 | -9.8 | 0.9 | -11.2 | 126.5
COc1ccccc1N1CCN(C(CNS(=O)(=O)c2cccs2)c2cccnc2)CC1 (configuration not stated) | 0.481 | -4.3 | -5.0 | -18.4 | 26.5 | 7.7 | 0.9 | -21.1 | 73.3
O=C(NCc1ccco1)C1CCN(C(=O)Cc2ccccc2)CC1 | -0.0105 | 4.0 | · | 3.2 | 15.3 | 11.1 | 0.9 | 0.9 | 53.2
Cc1ccc(CNC(=O)CN2CCC(C(N)=O)CC2)cc1 | 0.0695 | -18.8 | 0.8 | -1.1 | -13.9 | 3.0 | 1 | -1.3 | 114.5
COc1ccc(N2CCCCn3c2nc2c3c(=O)n(C)c(=O)n2C)cc1 | 0.311 | 12.1 | -0.1 | 0.1 | -2.8 | 12.1 | 0.9 | 1.8 | 131.2
CSc1cc(C)nc(N(C)C(C)=O)n1 | -0.602 | -17.1 | 2.1 | · | 6.2 | -22.8 | 1 | -14.2 | 93.3
CC(C)Oc1ccc(C(=O)NC2CCS(=O)(=O)C2)cc1 (configuration not stated) | · | -5.4 | -0.7 | 0.5 | -12.3 | -2.2 | 0.9 | -17.8 | 75.8
CCCCC(=O)NCCNc1nc2c(c(=O)n(C)c(=O)n2C)n1Cc1ccccc1 | 0.213 | -6.8 | 0.3 | -14.1 | -2.5 | 3.2 | 0.9 | -4.0 | 92.0
COc1cc(C(=O)Nc2nnc(C)s2)cc(OC)c1OC | -0.476 | -23.3 | -1.7 | 0.1 | 5.3 | -6.6 | 1 | -25.9 | 83.5
CCOc1cc(S(=O)(=O)N(CC)CC)ccc1Br | 12.1* | -13.7 | 1.1 | 10.3 | -14.0 | 2.0 | 0.9 | -8.8 | 106.2
CCCOc1ccc(N2C(=O)CC(N(Cc3ccc(S(N)(=O)=O)cc3)C(=O)CC)C2=O)cc1 (configuration not stated) | · | -9.9 | -2.7 | · | -2.9 | -22.6 | 0.9 | -2.9 | 141.5
Cc1nn(-c2ccc(Cl)cc2)c2sc(C(=O)N3CCN(C(=O)c4ccco4)CC3)cc12 | 0.652 | 1.1 | · | 5.2 | -11.2 | 1.8 | 0.9 | -10.7 | 118.4
O=C1CSC(=S)N1c1cccnc1 | -2.93 | -9.5 | -7.3 | 9.1 | -1.6 | 22.4 | 0.9 | -6.3 | 150.5
Cc1nc2cc(NC(=O)NCCC3=CCCCC3)ccc2o1 | -0.705 | 72.8* | -5.2 | 7.3 | 46.4 | 19.9 | 1 | -7.2 | 94.8
O=C(OCc1cc(=O)n2cc(Br)ccc2n1)C1COc2ccccc2O1 (configuration not stated) | 0.597 | -5.8 | -2.8 | -14.1 | -5.3 | -9.5 | 0.9 | -5.3 | 115.3
COCCOC(=O)c1[nH]c2c(c1C)C(=O)CC(c1ccco1)C2 (configuration not stated) | 2.99 | 7.4 | -2.0 | -16.1 | -12.2 | 6.1 | 0.8 | -2.9 | 55.4
Cc1oc(-c2cccc(Cl)c2)nc1CN1CCCC(C(=O)NCCCN2CCOCC2)C1 (configuration not stated) | 0.772 | 10.6 | -1.6 | 0.9 | 15.3 | 31.5 | 1 | -10.0 | 96.7
CCN(Cc1nc2cc(OC)c(OC)cc2c(=O)[nH]1)C(=O)c1ccc(S(=O)(=O)N(C)C)cc1 | 0.461 | -12.4 | -2.5 | 4.5 | -11.8 | 15.1 | 1 | -15.0 | 106.9
CCCCC(=O)Nc1ccc(NC(=O)CCCC)nc1 | · | -12.8 | 0.4 | 5.8 | 1.3 | -2.7 | 1 | -7.3 | 97.8
CCCOc1ccc(C2/C(=C(/O)c3ccc(F)cc3)C(=O)C(=O)N2CCCN(C)C)cc1 (configuration not stated) | -0.0163 | -9.2 | -9.4 | 7.1 | -7.1 | 5.3 | 0.9 | -10.7 | 74.0
Cc1ccc(-c2nc(C3CCCN(S(=O)(=O)c4ccc(C(F)(F)F)cc4)C3)no2)cc1 (configuration not stated) | -0.104 | 9.8 | -1.2 | -0.7 | -4.7 | -3.8 | 0.9 | -19.3 | 118.7
CN1/C(=C\C(=O)c2ccco2)C(C)(C)c2ccccc21 | -0.7 | -12.3 | -15.4 | 9.3 | -13.9 | 30.5 | 0.9 | 1.6 | 75.7
CCOCCSc1nc2c(c(=O)[nH]c(=O)n2C)n1CCCc1ccccc1 | 5.59* | -23.6 | 4.4 | · | -6.5 | -22.2 | 0.9 | 8.8 | 116.5
CCn1c(SCCC(C)C)nnc1-c1c[nH]c2ccccc12 | -1.04 | 8.7 | 1.1 | 4.4 | -10.3 | 4.1 | 1 | -10.2 | 52.5
C=CCN(C)CCCNC(=O)/C=N/O | · | -4.1 | -2.9 | 5.3 | -5.7 | -24.8 | 1 | 4.8 | 84.4
N#CCCCCn1c(-c2cncs2)nc2ccccc21 | 4.73* | -3.5 | -1.7 | -5.0 | 10.0 | -9.7 | 0.9 | -11.5 | 104.9
C=CCN1C(=O)C2C(C(=O)NCc3ccccc3)C3(C)C=CC2(O3)C1C(=O)NC(C)(C)C (configuration not stated) | 0.703 | -2.2 | 1.8 | -4.1 | -11.6 | -9.7 | 0.8 | -6.8 | 75.8
O=C(CSc1nc2scc(-c3ccco3)c2c(=O)n1-c1ccccc1)N1CCOCC1 | 2.24 | -7.9 | -4.6 | -1.5 | -0.7 | 22.9 | 0.9 | -2.9 | 70.0
Cc1ccccc1NC(=O)CSCCO | 0.0809 | 9.6 | -3.5 | 2.0 | -2.1 | 6.2 | 0.9 | -6.0 | 127.5
COC(=O)c1c(N)nc(C)n1-c1ccc(OC)cc1 | -0.12 | -20.4 | 1.4 | -0.1 | -8.8 | 9.1 | 0.9 | 5.7 | 113.1
CCN(CC)c1ccc(NC(=O)CN2CCN(c3nc(C)cc(C)n3)CC2)cc1 | -0.496 | 0.4 | 0.3 | 3.9 | -2.7 | 20.7 | 0.9 | -16.0 | 118.8
O=C1CS/C(=N\c2ccccn2)N1C1CCCCC1 | 1.21 | 33.5 | -1.4 | 5.4 | -2.4 | -26.4 | 0.9 | -20.6 | 83.1
C=CCNc1nc2c(c(=O)[nH]c(=O)n2C)n1CCCCC | 6.62* | -6.6 | -2.9 | · | -0.4 | 1.2 | · | -22.2 | 110.6

Some of the entries above, reformatted:
mol: O=C(OCc1cc(=O)n2cc(Br)ccc2n1)C1COc2ccccc2O1 (configuration not stated)
  D1 allo mod: 0.597; RORa activator: -5.8; Hsp90 block: -2.8; FXIIa mix inh: -14.1; SF-1 act: -5.3; MKP-1 inh: -9.5; TNAP act mid DEA: 0.9; Cdc25B block: -5.3; Her2 expr inh: 115.3
mol: COCCOC(=O)c1[nH]c2c(c1C)C(=O)CC(c1ccco1)C2 (configuration not stated)
  D1 allo mod: 2.99; RORa activator: 7.4; Hsp90 block: -2.0; FXIIa mix inh: -16.1; SF-1 act: -12.2; MKP-1 inh: 6.1; TNAP act mid DEA: 0.8; Cdc25B block: -2.9; Her2 expr inh: 55.4
mol: Cc1oc(-c2cccc(Cl)c2)nc1CN1CCCC(C(=O)NCCCN2CCOCC2)C1 (configuration not stated)
  D1 allo mod: 0.772; RORa activator: 10.6; Hsp90 block: -1.6; FXIIa mix inh: 0.9; SF-1 act: 15.3; MKP-1 inh: 31.5; TNAP act mid DEA: 1; Cdc25B block: -10.0; Her2 expr inh: 96.7

Continuation:
SMILES | D1 allo mod | RORa activator | Hsp90 block | FXIIa mix inh | SF-1 act | MKP-1 inh | TNAP act mid DEA | Cdc25B block | Her2 expr inh
COc1ccc(CC(=O)c2ccc(O)cc2O)cc1OC | 0.445 | -2.7 | -0.6 | 6.5 | 7.4 | 7.7 | 0.9 | -9.2 | 100.2
O=C(c1nsnc1-c1ccccc1O)N1CCCCC1 | 1.01 | 3.0 | -1.8 | · | 4.1 | -21.9 | 1 | 22.4 | 83.9
COc1ccc(NC(=O)C2CCCN(S(=O)(=O)c3cccc4nonc34)C2)c(OC)c1 (configuration not stated) | -0.157 | -30.4 | -3.4 | -3.2 | 8.5 | 6.9 | 0.9 | -9.0 | 64.8
CCOc1ccc(OCC)c(S(=O)(=O)NCc2cccnc2)c1 | 0.451 | · | · | 7.6 | · | 1.0 | 0.9 | -6.0 | 96.1
COc1ccc(OCc2nc(C#N)c(N3CCN(c4ccc(OC)cc4)CC3)o2)cc1 | -0.94 | 6.5 | -2.3 | 5.6 | -13.3 | -0.1 | 0.8 | -4.4 | 94.1
CCn1c(-c2cc(OC)ccc2OC)csc1=Nc1c(C)n(C)n(-c2ccccc2)c1=O | -0.909 | 4.1 | · | 6.4 | 2.4 | 3.8 | 1 | -15.1 | ·
Cc1ccc(C2CC(C(F)(F)F)n3nc(C(=O)NCC4CCCO4)cc3N2)cc1 (configuration not stated) | 0.284 | 0.5 | 0.7 | 7.4 | -3.7 | 29.4 | 0.9 | 0.0 | 106.9
Cc1noc(C)c1CSc1nnc2ccc3ccccc3n12 | 2.8 | -24.8 | -1.3 | 3.1 | -6.1 | 6.7 | 0.8 | -0.4 | 99.9
CC1CC(=O)N(CC(=O)NCc2ccco2)c2ccccc2S1 (configuration not stated) | -0.0332 | -12.5 | -0.1 | -18.8 | 5.7 | -2.8 | 0.9 | 2.4 | 101.4
COc1ccc(NC(=O)C2CCN(S(=O)(=O)c3ccc(C)cc3)CC2)cc1OC | 0.531 | 5.5 | -0.9 | -14.8 | -3.7 | 4.2 | 1 | -6.2 | 99.1
O=C1CC(NCCN2CCOCC2)C(=O)N1Cc1ccc(N2CCCC2=O)cc1 (configuration not stated) | -0.0214 | 11.0 | · | 29.2 | 3.5 | -3.5 | 0.9 | -11.6 | 59.6
N#Cc1nc(-c2ccc(Cl)cc2)oc1NCc1cccc2c1OCO2 | 0.966 | -18.1 | -1.8 | 0.6 | 2.4 | 12.6 | 0.9 | -4.0 | 88.6
